E coli growth: E. coli V3065 growth inhibition, primary screen, counter-screen for AddAB inhibitor project, absorbance, OD600. 18 h. inhibition, % at 11.9 µM. hit rate 0.27% among 330,000. AID 449728, 2010;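 active means inhibition above the campaign's mean inhibition across all tested compounds plus 3 SD, cut at about 9.9% in these data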;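 further: uninfected addAB+ strain grown without phage in ampicillin broth; 0% = DMSO wells and 100% = ciprofloxacin 0.95 µg/ml wells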
phage Ecoli inh: growth loss of phage-infected E. coli, primary screen, RecBCD inhibitor project, absorbance, with phage, HTS. inhibition, % at 11.9 µM. hit rate 0.26% among 360,000. AID 651602, 2012; in the data active means inhibition above about 11%
Tat transport: E. coli Tat export inhibitors, primary screen, MC4100, TorA-mCherry reporter, fluorescence, single point | inhibition, % at 10 µM | hit rate 0.036% among 340,000 | AID 488895, 2010;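 active means mean replicate inhibition at least 50% and at least half of replicates individually reaching 50%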;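 further: exported cargo escapes ClpAP degradation while cytoplasmic cargo is degraded and loses fluorescence; 0% = median of neutral control wells and 100% = median of NaSCN control wells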
PfHsp90 set2: growth inhibition of PfHsp90-expressing yeast, primary screen, antimalarial PfHsp90 inhibitor project, S. cerevisiae, BacTiter-Glo luminescence, single point, set 2; hit rate 0.32% among 310,000; BacTiter-Glo ATP, 48 h; yeast lacking PDR1 and PDR3 efflux regulators; inhibition, % at 9.4 µM;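 active means every replicate shows inhibition above about 80%, whatever the replicate mean, limit read from the data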;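 further: 0% = DMSO neutral controls and 100% = 20 µM radicicol positive controls; yeast relying on Plasmodium falciparum Hsp90 in place of its own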
PKA-R1A act: activators of PKA-R1A holoenzyme, primary screen, biochemical, fluorescence polarization, Cy5-IP20, bovine R1A, mouse PKAc. hit rate 0.083% among 340,000. AID 504707, 2011. activation, % at 11.4 µM. PKA-R1A dissociation; scaled: DMSO 0%, 113 µM cGMP 100%. cAMP-dependent protein kinase type I-alpha regulatory subunit (Bos taurus) + …;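 active means percent activation above the mean of all tested compounds plus 3 SD, cut at about 19% in these data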;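 further: higher means more PKAc released from R1A so a rise in polarization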
SUMO Mot1 rescue: yeast Mot1-301 growth rescue at high temperature, primary screen, SUMOylation pathway inhibitor project, S. cerevisiae, ATP luminescence, 38.5C | hit rate 1% among 320,000 | growth rescue, % at 18.8 µM | S. cerevisiae Mot1-301 growth rescue; percent above DMSO median, 100 means doubled | AID 2716, 2010;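 active means every valid replicate shows activation above 250% relative to neutral control wells; inactive means the rest, any valid replicate at or below 250%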;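 further: OY570 slx delta 5 strain wells were the positive control but not used for scaling; some compounds called inactive have numbers as strong as hits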
OPRM1-OPRD1 ag: agonists of OPRM1-OPRD1 heterodimerization, primary screen, cell-based, luminescence; Mu-type opioid receptor (Homo sapiens) + Delta-type opioid receptor (Homo sapiens), …; cells; activation, % at 9.3 µM; hit rate 0.3% among 340,000; in the data active means activation above about 18%;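 further: 0% = vehicle-treated cells and 100% = reference agonist; values of inactives mirror those of a sister screen read the other way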
DSG3 Ab inh: inhibitors of pemphigus antibody binding to DSG3, primary screen, biochemical, bead-based, flow cytometry, scFv-GFP; Desmoglein-3 (Homo sapiens), P32926; DSG3-coupled beads, scFv-anti-DSG3-GFP binding; stronger effect = lower value; AID 588358, 2011; binding (percent of control), % at 10 µM; hit rate 0.48% among 310,000;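 active means binding more than 3 SD below its plate's average and above zero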; further: some compounds called inactive have numbers as strong as hits
Target sequence (P32926 whole entry, looked up): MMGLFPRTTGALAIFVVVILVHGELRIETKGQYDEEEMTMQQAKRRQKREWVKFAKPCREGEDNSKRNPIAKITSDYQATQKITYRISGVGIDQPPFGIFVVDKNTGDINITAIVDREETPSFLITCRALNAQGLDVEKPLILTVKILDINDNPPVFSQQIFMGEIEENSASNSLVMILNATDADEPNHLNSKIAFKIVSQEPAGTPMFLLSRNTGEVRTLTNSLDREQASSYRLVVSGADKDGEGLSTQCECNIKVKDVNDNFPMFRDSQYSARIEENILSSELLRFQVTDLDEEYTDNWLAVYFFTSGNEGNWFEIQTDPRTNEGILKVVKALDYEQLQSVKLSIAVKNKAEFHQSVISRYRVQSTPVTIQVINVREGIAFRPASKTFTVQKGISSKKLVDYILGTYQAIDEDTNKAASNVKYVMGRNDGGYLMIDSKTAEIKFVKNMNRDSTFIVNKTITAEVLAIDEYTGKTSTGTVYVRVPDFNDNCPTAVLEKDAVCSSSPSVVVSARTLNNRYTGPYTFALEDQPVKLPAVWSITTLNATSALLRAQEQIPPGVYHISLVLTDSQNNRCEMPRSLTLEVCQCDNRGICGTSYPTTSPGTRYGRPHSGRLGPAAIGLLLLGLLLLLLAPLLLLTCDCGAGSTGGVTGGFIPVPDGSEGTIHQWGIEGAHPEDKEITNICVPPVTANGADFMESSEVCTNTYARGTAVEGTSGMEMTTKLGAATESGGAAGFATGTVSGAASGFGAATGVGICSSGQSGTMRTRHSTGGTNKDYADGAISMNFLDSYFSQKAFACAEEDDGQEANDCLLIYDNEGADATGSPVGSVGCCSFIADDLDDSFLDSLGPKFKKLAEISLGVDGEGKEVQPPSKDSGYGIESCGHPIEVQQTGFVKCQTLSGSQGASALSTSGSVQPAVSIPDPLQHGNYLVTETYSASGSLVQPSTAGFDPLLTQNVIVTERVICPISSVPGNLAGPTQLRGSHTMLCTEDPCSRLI
MOR-DOR inv ag: inverse agonists of MOR-DOR heterodimerization, primary screen, cell-based, luminescence | Mu-type opioid receptor (Homo sapiens) + Delta-type opioid receptor (Homo sapiens), … | cell-based MOR-DOR heterodimer luminescence, inverse agonism | inhibition, % at 9.3 µM | hit rate 0.21% among 340,000 | AID 504357, 2011; in the data active means inhibition above about 22%, passing the limit was not always enough;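 further: 0% = cells with DMSO and 100% = wells without cells with DMSO; values of inactives mirror those of a sister screen read the other way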
Arr AP2 block: inhibitors of beta-arrestin/AP2 binding, primary screen, biochemical, GPCR trafficking, flow cytometry; inhibition, % at 10 µM; FITC-arrestin peptide / GST-AP2 beads; AP2 beta2 appendage carries R879A mutation; hit rate 0.31% among 340,000;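 active means inhibition above a set limit, near 3 SD of compounds lacking own fluorescence, cut at about 54% in these data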;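 further: plate controls were DMSO wells for no effect and 5 µM unlabelled arrestin peptide for full effect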
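System: GST-AP2 R879A glutathione beads. Medium: PBS with 0.05% Tween 20 and 0.1% BSA. Also added: FITC-arrestin peptide, 50 nM. Incubation: 12 min plus 1 h, RT. Measured by: high-throughput flow cytometry of beads, ex 488, em 535 nm. Evaluation: percent drop in bead-associated FITC signal.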
AddAB inh: growth inhibition of E. coli expressing H. pylori AddAB, primary screen, AddAB inhibitor project, absorbance | hit rate 0.29% among 330,000 | inhibition, % at 11.9 µM; in the data active means inhibition above about 12%;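 further: 0% = vehicle wells of infected cells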
Numbers without * were called inactive; · = no result given; + = active, no number.

entry	structure	E coli growth	phage Ecoli inh	Tat transport	PfHsp90 set2	PKA-R1A act	SUMO Mot1 rescue	OPRM1-OPRD1 ag	DSG3 Ab inh	MOR-DOR inv ag	Arr AP2 block	AddAB inh
1	CCCCCn1c(=O)c2ccccc2n2c(=S)[nH]nc12	-1.4	1.7	4	-12	3	-14	2.3	102	-11	-7	-3.3
2	COCCCNC(=O)c1cc2c(=O)n3cccc(C)c3nc2n(C(C)C)c1=N	-0.3	-0.5	8	-7	-2	-22	-0.3	98	2	1	-0.4
3	c1csc(-c2nc3ccccc3s2)c1	-0.6	1.8	3	-12	-6	7	-2.6	111	13	7	1.3
4	O=C(CN1CCCC1)Nc1ccc(F)c(Cl)c1	-0.7	2.9	1	10	-13	3	-2.2	108	10	28	1.2
5	Cc1cccc2cc(CN(CC3CCCO3)C(=O)c3ccncc3)c(=O)[nH]c12 (stereo unspecified)	1.2	2.2	2	·	-6	14	-2.3	·	11	-2	3.5
6	COc1cc2c(c(O)c1OC)C(=O)C(OC)CCC2 (stereo unspecified)	0.3	2.1	-7	5	-10	-29	-1.3	·	6	15	3.1
7	O=C(NC1CCCCCC1)C(=S)N1CCCC1	0.2	2.8	-2	8	0	-10	-1.4	104	7	7	-0.9
8	Cc1c(C(=O)NCC2CCCO2)sc2nc(-c3ccccc3)cn12 (stereo unspecified)	-3.7	3.1	17	-6	2	24	0.7	86	-4	-8	1.8
9	COc1ccc(OCC(=O)OCC(=O)Nc2cc(S(=O)(=O)N3CCOCC3)ccc2Cl)cc1	-1.4	3.2	9	-26	-12	10	-4.2	115	20	-16	1.2
10	CCOc1ccc(C(C)=O)cc1CSc1nnc(-c2ccoc2C)n1N	-3.0	0.5	4	-21	4	4	-2.6	·	14	2	-2.0
11	CN1CCN(C(=S)Nc2ccc(Oc3ccccc3)cc2)CC1	-1.6	0.9	-5	-5	-6	2	0.1	92	-1	-1	-1.6
12	CNC(=O)c1cc(C(=O)c2c(Cl)cccc2Cl)c[nH]1	-1.5	2.6	3	3	-6	20	-2.3	99	13	5	0.3
13	CC(C)=CC(=O)N1CCCC(N2CCN(c3ccc(F)cc3)CC2)C1 (stereo unspecified)	-1.2	1.7	4	-10	-2	+	-3.1	107	16	39	1.9
14	CCC1(C)Cc2c(sc(NC(=O)CCC(=O)O)c2C#N)CO1 (stereo unspecified)	1.1	0.7	-13	-3	-17	-7	-2.6	104	15	-8	1.6
15	COc1cc(C(=O)NCC(=O)N2CCN(S(=O)(=O)c3ccccc3)CC2)cc(OC)c1OC	2.7	2.5	1	-9	-2	3	-0.3	107	1	3	1.6
16	CC(C)CC(=O)Nc1nnc(SCC(=O)Nc2ccc(F)cc2)s1	1.1	7.6	-3	20	-14	53	-1.9	95	10	3	4.8
17	CCOC(=O)N1CCc2c(sc3c2C(=O)NC(c2ccccc2)N3)C1 (stereo unspecified)	-0.4	·	3	26	1	-6	4.0	114	-17	-1	-1.9
18	Cc1ccc(Cn2c(C(C)Nc3nc(-c4ccc(C)cc4)cs3)nc3cc(Cl)c(Cl)cc32)cc1 (stereo unspecified)	0.1	2.8	-6	13	0	9	-0.2	96	1	0	1.1
19	CCOC(=O)c1ccc(NC(=O)CSc2nc3cccnc3n2C)cc1	0.4	2.5	8	-2	8	0	-1.6	·	9	5	0.7
20	N#C/C(=C\c1ccc(Cl)cc1)c1n[nH]c(Cn2cncn2)n1	2.3	0.6	-2	0	-10	14	-0.2	106	1	2	0.3
21	CC(OC(=O)C1CCN(c2ccc(C(F)(F)F)cn2)CC1)C(=O)c1ccccc1 (stereo unspecified)	1.0	0.8	9	-5	-4	-9	0.3	108	-2	6	0.7
22	Cc1cc(=O)[nH]c(SCC(=O)Nc2c(C)n(C)n(-c3ccccc3)c2=O)n1	-0.7	3.0	-2	7	-5	-9	-4.3	98	17	1	1.1
23	O=C(CNC(=O)c1ccco1)N=Nc1c(O)[nH]c2ccc(Br)cc12	0.7	3.1	-1	0	-2	-6	-5.9	104	29	-1	0.5
24	O=C(Nc1scc(-c2ccccc2)c1C(=O)O)c1ccccc1F	1.6	1.0	-13	28	2	-20	-3.4	126	17	11	3.0
25	O=C(O)c1cccc(CN2C(=O)CSC2=O)c1	-0.3	1.5	-7	1	-12	-4	0.9	101	-5	12	1.5
26	CCOC(=O)C1=NN(C(=O)Nc2cccc(C(F)(F)F)c2)C2C(=O)N(c3cccc(C(F)(F)F)c3)C(=O)C12 (stereo unspecified)	2.2	2.6	-2	28	-9	9	0.9	80	-5	0	2.4
27	CC(C)CN(C(=O)c1ccc(=O)n(C)n1)c1nc2ccccc2s1	0.5	0.9	-3	·	-8	-8	3.2	108	-18	-10	1.4
28	COc1ccc(-c2cn(-c3ccc(C)cc3)c(=O)n2CC(=O)Nc2ccc(OC)c(OC)c2)cc1	-0.6	1.4	-5	70	-5	737*	-1.3	·	7	-1	-0.4
29	Cc1ccc(N(CC(=O)NCc2ccccc2)C(=O)c2csnn2)cc1	-2.3	0.1	3	2	-1	198	0.1	·	0	12	-0.5
30	O=C1/C(=C\Nc2ccc(OC(F)(F)F)cc2)CCN1c1ncccn1	-0.8	2.8	-9	·	-7	-2	-1.4	106	7	-9	2.9
31	Cc1ccc(NC(=O)CCC(=O)c2cccs2)nc1	-0.7	2.2	-3	-10	4	11	-1.8	105	9	4	3.9
32	Cc1cc(/C=N/n2cnnc2)c(C)n1-c1ccc2ncccc2c1	2.0	-1.2	0	0	-6	-5	-0.9	88	5	10	2.4
33	CCSc1nnc2n(-c3ccc(OC)cc3)c(=O)c3c4c(sc3n12)CCCC4	2.4	2.6	-5	5	11	-16	0.5	100	-3	8	0.9
34	O=C(/C=C/c1ccc(O)cc1)c1ccc(O)cc1O	-2.2	3.5	-6	2	6	12	-3.0	·	16	2	-1.4
35	O=C(OCC(=O)N1CCCc2ccccc21)c1cccc(S(=O)(=O)N2CCc3ccccc32)c1	-0.2	-0.7	6	-13	1	3	2.2	85	-10	-9	3.5
36	Clc1ccc(C2=Nn3c(nnc3-c3cccs3)SC2)cc1	-1.0	1.8	7	40	0	-3	-0.8	·	5	-4	1.3
37	Cc1cc(C)nc(Nc2ccc(N3CCCC3)cc2)n1	1.1	1.1	-4	-17	-9	-23	-1.9	·	10	43	-1.8
38	Cc1ccc(S(=O)(=O)NCC(=O)N(CC(=O)NCc2ccc(F)cc2)CC2CCCO2)cc1 (stereo unspecified)	-0.1	-1.9	-6	-18	6	-14	-2.1	91	13	4	1.5
39	CN(C)C=NC(=O)c1[nH]c2ccc(Cl)cc2c1-c1ccccc1	0.3	1.6	6	-39	2	-23	8.3	92	-39	29	1.1
40	Cc1ccccc1NS(=O)(=O)c1cc(C(=O)N2CCc3ccccc3C2)ccc1C	-0.4	0.8	-5	·	0	9	-2.2	101	13	0	1.1
41	COc1ccccc1C1OC2=C(Nc3ccc([N+](=O)[O-])cc3N2)C1=O (stereo unspecified)	1.5	0.5	3	0	-4	8	3.8	92	-19	30	0.7
42	CSCCC(NC(=O)c1ccco1)C(=O)Nc1ccc(C)c(S(=O)(=O)N2CCOCC2)c1 (stereo unspecified)	2.7	3.0	-1	4	-8	-11	-2.8	100	15	-2	1.9
43	COc1ccccc1CC(=O)Nc1ccon1	-1.0	3.2	16	0	-6	-13	-2.6	109	14	40	3.5
44	Cc1cccc(OCCN2C(=O)C(=O)c3cc(C)ccc32)c1	0.6	2.2	12	-8	-13	4	-5.7	84	30*	-4	1.7
45	COc1cccc(C2/C(=C(/O)c3ccc4c(c3)CC(C)O4)C(=O)C(=O)N2CCCn2ccnc2)c1 (stereo unspecified)	0.8	2.4	9	4	-21	-19	-0.5	·	2	1	2.7
46	COc1ccc(CN(CC2CCCO2)C(=O)c2cc3sccc3n2C)c(OC)c1 (stereo unspecified)	1.6	3.7	11	-7	-11	292	-2.2	88	11	-1	0.1
47	CC(Sc1cccc[n+]1[O-])C(=O)Nc1cccc([N+](=O)[O-])c1 (stereo unspecified)	-0.6	3.6	13	-1	-10	13	-0.6	101	3	-3	-1.9
48	COc1cc(CCN2C(=O)c3cccc4cccc(c34)C2=O)c(S(=O)(=O)N2CCCCCC2)cc1OC	-0.9	2.9	11	-16	-13	-16	-0.5	93	3	43	1.4
49	CC(C)(C)n1nc2c(c1NC(=O)c1cccc(Cl)c1)CS(=O)(=O)C2	-0.8	1.4	-1	-9	-3	-7	-3.5	102	18	44	3.5

Compound activity as filed in PubChem.
